Chronic BCR inh: inhibitors of chronic active B-cell receptor signaling; ABC-DLBCL IkBa-CBG/CBR reporter, luminescence ratio, 4 h; actives 0.05% (n = 340,000); Potency, µM (titrated, usually from 46.1 µM), inactives show at the highest dose ratio change, negative = lower green/red ratio, actives largely listed as inhibitors; AID 493014; active means well fitted inhibition curve with a large enough effect in the signal ratio, with a control signal flat, not every such curve was filed as active; inconclusive means small, poorly fitted or top-dose-only effect, or effect the other way, or a change in a side signal; the % refers to the signal ratio;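 further: potency means the concentration at half of the fitted maximal effect; plate controls were basal doxycycline-induced cells for no effect and cells given 10 µM MG132 for full effect; MG132 reads +100%, hits lower the ratio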
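Doxycycline induced both beetle luciferases in TMD8 lymphoma cells; IKK-driven degradation limits the IkappaBalpha-fused green signal, while red luminescence normalises for cell number and nonspecific effects. Compounds tested up to 46 uM, 4 hrs.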
B2AR arrestin: beta2AR (human) beta-arrestin recruitment activity; P07550; beta-arrestin recruitment to beta2AR, cell-based reporter; Potency, µM (titrated, usually from 46.1 µM), for the others: top-dose activation, actives largely listed as activators; actives 0.02% (n = 330,000); AID 492947;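 further: potency means the concentration at half of the fitted maximal effect; 0% = DMSO controls and full agonism = EC100 isoproterenol or metaproterenol; nearly all actives have a fitted effect of over 65% in size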
TSG101-PTAP inh: blocks PTAP/TSG101 interaction to inhibit HIV-1 budding | Potency, µM (series often up to 115 µM), for the others: top-dose activity change, negative = inhibition, most hits filed as inhibitors | 340,000 tested, under 10 active | Fluorescence polarization, FITC-PTAP peptide / Tsg101 binding | Q99816; active means well fitted inhibition curve with a large enough effect in the main read-out, with a control signal flat, not every such curve was filed as active; inconclusive means small, poorly fitted or top-dose-only effect, or effect the other way, or a change in a side signal; inactive means no such curve, though single readings can be large or run the other way; further: potency means the concentration at half of the fitted maximal effect; % of control where 0% means no effect
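Fluorescence anisotropy tracks displacement of a FITC-tagged PTAP peptide (50 nM) from the Tsg101 binding domain (10 uM), following a 20 min room-temperature incubation at pH 7.5.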
Giardia kill: kills Giardia lamblia. actives 0.15% (n = 340,000). activity change, % at 7.66 µM, hits read low. AID 540267. Giardia lamblia trophozoite viability; in the data active means activity change below about -80%; inconclusive means between about -30% and that limit;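 further: parasites exposed to compound for two days anaerobically before the ATP read; on the % scale 0 is the no-effect control and ±100 the full control effect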
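Giardia trophozoites, 100 cells per well, were exposed to compounds for 48 hrs at 37 deg C under anaerobic conditions; viability was then read as ATP content by bioluminescence after 15-30 min at room temperature.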
Menin MLL FP TR: displaces Texas Red mutant MLL peptide from human menin; O00255; Menin + Texas Red MLL mutant peptide, fluorescence polarization; Potency, µM (titrated, usually from 61.6 µM), for the others: top-dose FP activity change, negative = inhibition, hits mostly inhibitors; actives 0.23% (n = 270,000); AID 1768; active means well fitted inhibition curve with a large enough effect in the polarisation, with a control signal flat, not every such curve was filed as active; inconclusive means small, poorly fitted or top-dose-only effect, or effect the other way, or a change in a side signal; inactive means no such curve, though single readings can be large or run the other way; the % refers to the polarisation; further: potency means the concentration at half of the fitted maximal effect; % of control where 0% means no effect; many of its hits are not listed in these tables
a7 integrin act: activators of alpha7 integrin expression for muscular dystrophy; actives 0.064% (n = 350,000); alpha7betagal myoblasts, beta-gal FDG fluorescence, 48 h; Potency, µM (highest dose often 38.3 µM), inactives show top-dose activation, usual class: activators;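 further: potency means the concentration at half of the fitted maximal effect; 100% = response of the positive control SU9516; nearly all actives have a fitted effect of over 60% in size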
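alpha7betagal+/- myoblasts (passage 13, 250/well) treated 48 h at 37C with compounds at 1:260 dilution of DMSO stock. Lysed, then beta-galactosidase activity read as FDG fluorescence (ex 480/em 540) after 30 min, with pre-read for autofluorescence.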
S-ASM inh: blocks human secretory acid sphingomyelinase | P17405 | placental ASM, HMU-PC fluorogenic substrate, 60 min | Potency, µM (titrated, usually from 57.5 µM), without a hit: at the top dose activity change, negative = inhibition, hits mostly inhibitors | actives 0.006% (n = 340,000); further: potency means the concentration at half of the fitted maximal effect
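HMU-PC0 cleavage (9 uM final) by human placental ASM, 60 min at 37 °C following 10 min compound exposure at RT; stopped at pH 10, fluorescence Ex 386/Em 447 nm.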
Coupling enz: inhibits coupling enzyme system, counter-screen for aldolase hits | coupling enzyme system counterscreen, AmpLite Red fluorescence | activity change, negative = inhibition, % at 58.2 µM, hits read low | actives 0.67% (n = 290,000); in the data active means activity change below about -30%; further: on the % scale 0 is the no-effect control and ±100 the full control effect
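Fluorescence at 525 nm excitation and 598 nm emission measured inhibition of the coupled detection system without aldolase. Compounds (at 57.5 uM final) were preincubated 10 min at room temperature with coupling enzyme reagent before a 20 min substrate/AmpLite Red step.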
Tb PFK block: inhibitors of T. brucei phosphofructokinase; O15648; T. brucei PFK, ADP-Glo luminescence; Potency, µM (highest dose often 57.5 µM), for the others: at the top dose activity, negative = inhibition, most hits filed as inhibitors; actives 0.17% (n = 330,000); AID 485367;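 further: potency means the concentration at half of the fitted maximal effect; 0% = uninhibited 1x PFK enzyme wells and -100% = no-enzyme wells; nearly all actives have a fitted effect of over 60% in size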
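ADP-Glo luminescence quantified ADP after 45 min at room temperature, with 1.25 nM T. brucei PFK, 0.1 mM ATP and 0.5 mM fructose-6-phosphate in pH 8.0 TEA buffer. qHTS titrations up to 57 µM; curves classified by quality.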
GALK inhibitor: inhibitors of human galactokinase; Potency, µM (highest dose often 57.5 µM), for the others: at the highest dose activity change, negative = inhibition, actives largely listed as inhibitors; P51570; Purified GALK, Kinase-Glo residual ATP luminescence; actives 0.007% (n = 270,000); AID 1868; further: potency means the concentration at half of the fitted maximal effect; on the % scale 0 is the no-effect control and ±100 the full control effect
Target sequence (P51570 whole entry, looked up): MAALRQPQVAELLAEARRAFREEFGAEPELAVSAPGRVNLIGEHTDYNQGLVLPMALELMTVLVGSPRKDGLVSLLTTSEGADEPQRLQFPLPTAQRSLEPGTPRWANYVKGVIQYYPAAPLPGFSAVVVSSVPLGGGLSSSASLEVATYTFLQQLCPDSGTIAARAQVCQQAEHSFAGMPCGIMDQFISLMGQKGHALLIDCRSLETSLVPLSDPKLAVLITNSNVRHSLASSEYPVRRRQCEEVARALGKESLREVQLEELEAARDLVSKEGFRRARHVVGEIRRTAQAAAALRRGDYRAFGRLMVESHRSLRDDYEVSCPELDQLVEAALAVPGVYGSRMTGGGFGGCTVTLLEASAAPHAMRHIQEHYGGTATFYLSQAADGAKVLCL
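Human GALK (5 nM) with 35 uM ATP and 100 uM galactose in 20 mM HEPES pH 8.0, 5 mM MgCl2, 60 mM NaCl, 1 mM DTT, 0.01% BSA. After 1 h at room temperature, leftover ATP was read by Kinase-Glo Plus luminescence.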
PKM2 act: increases activity of human pyruvate kinase M2 | actives 0.34% (n = 260,000) | Potency, µM (titrated, usually from 57.5 µM), for inactives: at the highest dose activation, actives largely listed as activators | purified PKM2, Kinase-Glo ATP luminescence, activation; response scale: 0% is enzyme alone, no compound | AID 1631 | P14618; further: potency means the concentration at half of the fitted maximal effect; on the % scale 0 is the no-effect control and ±100 the full control effect; nearly all actives have a fitted effect of over 55% in size
Target sequence (P14618 whole entry, looked up): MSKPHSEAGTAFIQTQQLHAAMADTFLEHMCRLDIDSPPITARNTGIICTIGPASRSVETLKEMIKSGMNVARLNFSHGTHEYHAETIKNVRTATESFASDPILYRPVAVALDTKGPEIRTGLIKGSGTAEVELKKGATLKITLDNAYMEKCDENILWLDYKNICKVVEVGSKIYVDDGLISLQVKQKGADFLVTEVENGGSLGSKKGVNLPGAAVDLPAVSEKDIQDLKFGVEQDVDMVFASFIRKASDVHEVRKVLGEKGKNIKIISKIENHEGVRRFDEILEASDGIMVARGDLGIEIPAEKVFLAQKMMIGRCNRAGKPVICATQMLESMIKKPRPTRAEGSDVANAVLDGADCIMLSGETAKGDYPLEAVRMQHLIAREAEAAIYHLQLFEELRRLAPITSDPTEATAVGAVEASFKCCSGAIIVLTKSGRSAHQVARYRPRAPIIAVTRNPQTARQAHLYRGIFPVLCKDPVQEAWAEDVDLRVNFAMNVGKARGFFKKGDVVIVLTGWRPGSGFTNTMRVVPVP
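hPK-M2, >95% pure; 0.1 mM ADP / 0.5 mM PEP final; imidazole pH7.2 buffer w/ 7 mM MgCl2, 50 mM KCl; 1 h RT; Kinase-Glo lum. Intermediate enzyme activity for dual inhibitor/activator qHTS.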
* hit, by the source's call; u = inconclusive; x = not tested or not shown; [ ] = another dose, or the depositor's remark. Unless noted, the call rests on the fitted dose curve; in most records, active means well fitted curve in the direction sought with a large enough effect; inconclusive means small, poorly fitted or top-dose-only effect, or another doubt; inactive means no such curve, though single readings can be large; an effect the other way counts as inactive or inconclusive. Not all compounds are listed; count on the stated rates, not on these rows.

SMILES | Chronic BCR inh | B2AR arrestin | TSG101-PTAP inh | Giardia kill | Menin MLL FP TR | a7 integrin act | S-ASM inh | Coupling enz | Tb PFK block | GALK inhibitor | PKM2 act
CN(C)c1ccc(C(=O)NCC2CCCO2)cc1 (centres undefined) | -30% | -0.7% | 0% | u | 5% | -1% | 7% | -1 | -4% | 0% | 1%
COc1ccc(CC(=O)OCC(=O)Nc2ncc(Cl)cc2Cl)cc1 | 2% | -0.4% | -4% | -9 | -13% | -10% | -2% | 0 | -7% | 4% | 0%
CC(=O)[C@H]1CC[C@H]2[C@@H]3CCC4=CC(=O)CC[C@]4(C)[C@H]3[C@H](O)C[C@]12C | -3% | -1.1% | 0% | 2 | -6% | x | 2% | -5 | -18% | 4% | -12%
O=C(CN1C(=O)S/C(=C/c2ccncc2)C1=O)N1CCOCC1 | u | -0.5% | -1% | 1 | 8% | -23% | 0% | -1 | -6% | 2% | 15%
CCCCC(=O)Nc1ccc(NC(=O)C(C)C)cn1 | u | -0.1% | -5% | -23 | -15% | 18% | 6% | 1 | 1% | 5% | 5%
CCOc1ccc(NC(=O)CN(c2ccc(OC)cc2)S(=O)(=O)c2cccs2)cc1 | 1% | 0.1% | -6% | 5 | x | -30% | 1% | x | 1% | x | x
COc1ccc(OC)c(NC(=O)c2cc(-c3cc(Cl)ccc3O)n[nH]2)c1 | u | 0.0% | -2% | 0 | u | -37% | 15% | 0 | -3% | 0% | -2%
Cc1cc(CN2CCCC(N3CCc4ccccc4C3)C2)cc(C)c1O (centres undefined) | -2% | -0.6% | -5% | -7 | -12% | -44% | 2% | 0 | 1% | -1% | 4%
Nc1nc(SCC(=O)NCC2CCCO2)[nH]c(=O)c1NC(=O)c1ccc(F)c(F)c1 (centres undefined) | 6% | 0.2% | 0% | 20 | x | 18% | 1% | x | 0% | -7% | x
CC(NC(=O)COC(=O)C1CC1C)c1cccc(Cl)c1 (centres undefined) | 0% | -0.9% | -2% | 19 | x | -6% | 4% | x | -14% | x | x
O=C(COC(=O)/C=C/c1cccc(Cl)c1)Nc1c(F)cccc1F | -3% | -0.4% | 0% | 1 | x | 26% | 1% | x | -3% | x | x
Cc1ccc(NC(=O)CN(C)C(=O)Cn2ncc(Cl)c(Cl)c2=O)cc1 | u | -0.7% | 0% | -2 | -10% | -62%[inhibitor] | 5% | -1 | 0% | 0% | -12%
COc1cc(NC(=O)C2CC(c3c(F)cccc3Cl)=NO2)cc(OC)c1OC (centres undefined) | -4% | -0.9% | 0% | u | 4% | -5% | -4% | 0 | -7% | 2% | -2%
O=C(NCc1ccc(Cl)cc1)c1cc2ccccc2oc1=O | 1% | 0.0% | 0% | -5 | -1% | -25% | 2% | 2 | 0% | 7% | -1%[11.5 µM]
CCN(CC)S(=O)(=O)c1ccc(S(=O)(=O)Nc2ccc(C(=O)N3CCCC3)cc2)cc1 | 3% | 3.9% | 0% | 3 | 28% | 11% | 3% | 6 | 4% | 0% | 2%
COC(=O)CSc1nnc(CNc2ccc(OC)cc2)n1C | u | -0.6% | -6% | 11 | 3% | -2% | 4% | -4 | -1% | 2% | 4%
C/C(=N\NC(=O)c1ccccc1)c1ccccc1Br | u | -4.0% | -1% | -2 | 10% | 30% | 2% | 2 | -7% | 2% | 5%
O=c1[nH][nH]cc1C=Nc1ccc(Oc2ccccc2)cc1 | 0% | -0.1% | 1% | -2 | -3% | 10% | -1% | 0 | 2% | 1% | -1%
Cc1ccc(C2Nc3cccc4cccc(c34)N2)s1 | 10% | 4.1% | -3% | -13 | u | 3.2µM* | -2% | -5 | 6% | 0% | 0%
CCCc1ccc(OCC(O)CN2CCN(CCO)CC2)cc1 (centres undefined) | 3% | 0.0% | -1% | 5 | -16% | 10% | 1% | 3 | 1% | 0% | 0%
CNS(=O)(=O)c1ccc2c(c1)C(=O)c1cc(S(=O)(=O)NC)ccc1CC2 | 0% | -0.2% | -3% | 18 | x | x | 1% | x | -2% | x | x
COc1cc(OC)cc(C(=O)N2CCN(C(=O)Cc3ccccc3)CC2)c1 | -17% | -0.3% | 1% | 1 | -23% | 18% | 9% | 3 | -4% | 2% | -1%
COc1ccc(-c2csc(NC(=O)COC(=O)c3ccc(Br)o3)n2)cc1 | u | 4.7% | x | x | -4% | x | x | 1 | 4% | 1% | -1%
CC(C)c1ccc(C2=NN(c3ccccc3)C(=O)CC2)cc1 | u | -0.7% | 0% | 9 | -21% | 0% | -3% | 4 | -1% | 0% | -11%
CC(C)(C)NC(=O)c1ccc(COCC(F)(F)F)o1 | x | x | -9% | -6 | -7% | 4% | 1% | 2 | x | -1% | -3%
O=C(Cn1cc(C(F)(F)F)ccc1=O)N/N=C/c1ccccc1 | u | 0.0% | -2% | 14 | 12% | -25% | 2% | 1 | 0% | -1% | x
NNC(=O)CSc1ncc(-c2ccccc2)[nH]1 | -8% | 0.0% | -2% | -2 | 0% | 13% | 0% | 1 | 1% | 0% | 0%
CNCC/C=C1/c2ccccc2CSc2ccccc21 | u | -0.5% | -6% | 1 | 5% | -63%[inhibitor] | -2% | 0 | -3% | 1% | 2%
O=[N+]([O-])c1ccc(-n2cccc2/C=N/Nc2nc(N3CCCCC3)nc(N3CCCCC3)n2)cc1 | -1% | 0.2% | x | x | 13% | x | x | 7 | 4% | 2% | 21%
C#CCOCCOCCOCCNc1nc(N2CCOCC2)nc(N2CCN(C(=O)[C@H]([C@@H](C)CC)n3cc(CCCCN)nn3)CC2)n1 | 1% | -1.5% | -1% | 9 | -12% | 11% | 5% | -1 | -3% | x | 5%
CN(C)CCCNC(=S)Nc1ccc(Br)cc1 | 4% | -0.5% | -7% | -13 | x | 0% | -1% | 0 | -10% | 2% | 20%
CCCn1c(C(C)Nc2nc(-c3ccc(OC)cc3)cs2)nc2ccccc21 (centres undefined) | -6% | -0.3% | 0% | 1 | 1% | 14% | 2% | 1 | 3% | x | 2%
O=C(O)CCCC(=O)Nc1cccc(-c2nc3ccccc3[nH]2)c1 | u | -0.1% | -1% | -26 | -18% | 9% | -3% | 1 | -2% | 6% | 0%
C#CCOCCOCCOCCNc1nc(N2CCN(C(=O)[C@H](CC(N)=O)n3cc([C@@H](N)CC(N)=O)nn3)CC2)nc(N2CCN(C(=O)[C@H](CC(N)=O)n3cc([C@@H](N)CC(N)=O)nn3)CC2)n1 | -1% | -3.7% | -2% | 32[activator] | x | 30% | 0% | x | 0% | x | x
CCN1C(=O)[C@H]2[C@@H](c3ccc(-c4ccc5c(c4)OCO5)c(OC)c3)N[C@@](C)(C(=O)OC)[C@H]2C1=O | 5% | 0.0% | -9% | -19 | x | 18% | -1% | x | 1% | x | x
CC1(C)Cc2cccc(C(=O)NC3CCN(Cc4ccccc4)CC3)c2O1 | 9% | 0.1% | 0% | 0 | x | 3% | -1% | 0 | 5% | -2% | -2%
COc1ccc(CNC(=O)C2CCN(C(=O)c3cccc(Cl)c3)CC2)cc1 | -1% | 0.5% | -1% | -2 | -13% | 0% | 1% | -2 | 2% | -3% | -3%
Cc1nc2sccn2c1-c1csc(NCc2ccccc2)n1 | u | 0.3% | -1% | 4 | -11% | -43% | -3% | -4 | -7% | -1% | 17%
CCc1nc2cc3sc(CC)nc3cc2s1 | -4% | -1.1% | -4% | 26 | -18% | 25% | 1% | -2 | 0% | 1% | -4%
CC(=O)N/C(=C/c1ccc(Cl)cc1)C(=O)NCCc1c[nH]c2ccccc12 | 0% | -0.2% | 1% | -17 | 19% | -23% | -1% | 1 | -2% | 0% | 0%
CN(C1CCCCC1)S(=O)(=O)c1ccc(=S)[nH]c1 | u | -3.6% | 0% | 5 | x | -26% | 5% | x | -8% | x | x
O=C(NCCC1=CCCCC1)c1ccc(-n2cncn2)cc1 | u | -0.1% | -7% | 5 | x | -27% | 7% | x | -9% | x | x
O=C(CN(Cc1ccco1)C(=O)Cn1nnc(-c2cccs2)n1)NCc1ccccc1 | 1% | -0.9% | -11% | -3 | -1% | 2% | -4% | 7 | 2% | 0% | 4%
CCOc1ncccc1C(=O)Nc1ccc(F)c(Cl)c1 | 8% | -0.4% | 1% | 7 | -20% | 8% | 3% | 1 | -1% | -1% | -5%
CC(C)C(NCC(=O)Nc1ccccc1C(=O)NC1CC1)c1ccccc1 (centres undefined) | 0% | -0.7% | -2% | 1 | x | 1% | -1% | x | -5% | x | x

Source: PubChem
